# Bioassay records deposited in PubChem BioAssay by several laboratories.
# KLF5 inhibitor: KLF5 expression inhibitors, primary screen, DLD-1 cells, luminescence; DLD-1 KLF5 promoter-luciferase reporter; inhibition, % at 5 µM; actives 0.23% (n = 290,000); AID 1700, 2009;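 active = inhibition above a per-plate limit of that plate's mean compound inhibition plus 3 SD, cut at about 60% in these data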;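 also: 0% = DMSO wells and 100% = LY294002 at 200 µM; higher means less KLF5 promoter-driven luciferase light; inactives centre near -14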
# HDAC3 inh: HDAC3 deacetylase inhibitors, primary screen, biochemical, fluorescence, cell-free homogeneous; Histone deacetylase 3 (Homo sapiens), O15379; recombinant HDAC3, fluorogenic peptide/trypsin coupled; inhibition, % at 8.3 µM; actives 0.15% (n = 320,000); in the data active = inhibition above about 26%, passing the limit was not always enough; inconclusive = no clear call, values can overlap the other calls
# Target sequence (O15379 whole entry, looked up): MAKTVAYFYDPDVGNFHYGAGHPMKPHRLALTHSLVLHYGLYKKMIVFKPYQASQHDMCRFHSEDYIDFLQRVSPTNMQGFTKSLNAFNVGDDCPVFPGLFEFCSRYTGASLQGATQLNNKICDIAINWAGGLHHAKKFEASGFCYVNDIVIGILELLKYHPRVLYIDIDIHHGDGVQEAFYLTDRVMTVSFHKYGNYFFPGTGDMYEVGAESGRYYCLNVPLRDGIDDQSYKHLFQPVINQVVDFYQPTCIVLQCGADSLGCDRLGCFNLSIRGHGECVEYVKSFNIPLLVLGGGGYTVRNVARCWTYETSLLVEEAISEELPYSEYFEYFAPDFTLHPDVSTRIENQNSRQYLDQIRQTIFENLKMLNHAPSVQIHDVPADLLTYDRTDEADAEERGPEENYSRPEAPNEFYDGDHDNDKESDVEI
# HSF1 inh: HSF1 inhibitors in luciferase reporter cells, primary screen, cell-based, NIH3T3, luminescence; actives 0.77% (n = 300,000); AID 2098, 2009; activity change, negative = inhibition, % at 7.5 µM (by protocol); NIH3T3-HGL HSE-luciferase, MG132-induced, luminescence 8 h; hits give low values;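 active = more than half of replicate wells show activity change below -50%, luminescence cut by over half; inconclusive = some wells, but at most half, below -50%; inactive = no replicate well below -50%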;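 also: luciferase reports HSF-1 transcriptional activity via heat shock element; 0% = median of DMSO wells and -100% = zero luminescence signal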
# HSF1 activator: HSF-1 activators, primary screen, NIH3T3-HGL cells, MG132 stress, luminescence, single point; activation, % at 9 µM; NIH3T3-HGL HSF-1 luciferase reporter, 8 h; 100% = twice DMSO control signal; actives 1.7% (n = 300,000);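 active = mean replicate activation of at least 50% with a set share of replicates each reaching 50%; inconclusive = only one of those two conditions met; inactive = mean below 50% and too few replicates reaching it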;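 also: 0% = median of the neutral control wells and 100% = twice that signal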
# HSP90 inh: HSP90 inhibitors, primary screen, cell lysate, luminescence. Heat shock protein HSP 90 (rabbit reticulocyte lysate; luciferase refolding). Rabbit reticulocyte lysate, luciferase refolding luminescence, 3 h. inhibition, % at 5.6 µM. actives 0.91% (n = 290,000). AID 1789, 2009;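 active = inhibition above the screen-wide mean plus 3 SD, computed separately per campaign, cut at about 16% in these data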;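 also: 0% = DMSO wells and 100% = 60 µM geldanamycin wells; inhibitors lower the luminescence because luciferase stays unfolded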
# Platelet DG rel: inhibitors of platelet dense granule secretion, primary screen, cell-based, MLPCN, human platelets; human platelet-rich plasma, SFLLRN dense granule ATP release, luminescence; inhibition, %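 (compounds screened at 7.5 µM in platelet-rich plasma)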; actives 0.22% (n = 300,000); AID 1663, 2009;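 active = mean replicate score, as percent of positive control, at or above 50; inconclusive = mean below 50 but at least one replicate at or above 50; inactive = mean and every replicate below 50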
# HIF activator: HIF pathway transcriptional activators, primary screen, cell-based, U2OS HRE-luciferase, luminescence. U2OS HRE-luciferase reporter; normalized: DMSO 0%, desferrioxamine 100%. activation, % at 7.5 µM (by protocol). actives 0.32% (n = 300,000). AID 1910, 2009;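 active = mean activation of at least 10% of the iron chelator positive control signal, with at least half of replicates also reaching 10%; inconclusive = mean and replicate majority disagree about reaching 10%; inactive = mean and most replicates under 10%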
# AI-2 QS modul: Vibrio harveyi AI-2 quorum sensing modulators, primary screen, JMH597 strain, luminescence/OD600 ratio; Vibrio harveyi JMH597 AI-2 luminescence/OD600 ratio, 9 h; hits give low values; strain lacks LuxN and CqsS sensors; 0 = neutral-control median; activity change, % at 7.5 µM; actives 0.4% (n = 300,000); AID 2094, 2009; in the data active = activity change below about -75%, passing the limit was not always enough; inconclusive = no clear call, values can overlap the other calls;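 also: luminescence divided by OD600 gain over 9 h not by final OD600 alone; inactives centre near 13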
# IEC-6 cytotox: cytotoxicity in IEC-6 intestinal epithelial cells, primary screen, cytotoxicity control for KLF5 inhibitor project, cell-based, luminescence; IEC-6 cytotoxicity, luminescence viability; inhibition, % at 5 µM; actives 0.78% (n = 290,000); in the data active = inhibition above about 22%;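 also: 0% = plate median of test compound wells and 100% = cytotoxic reference compound wells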
# aSyn 5UTR inh: MLPCN primary screen, SNCA 5' untranslated region | alpha-synuclein 5'UTR reporter, inhibitor activity | inhibition, % (tested at 7.5 µM) | actives 0.82% (n = 300,000) | AID 1813, 2009; in the data active = inhibition above about 60%; inconclusive = no clear call, values can overlap the other calls;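 also: H4 neuroglioblastoma cells stably carrying SNCA 5'UTR luciferase fusion; 0% = DMSO wells and 100% = positive control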
# Numbers without * were called inactive; ? = inconclusive; . = not tested or not shown; & = joins results of further samples. An unsorted share of the library, and some 5% of all compounds hit somewhere here.
1. O=C(Nc1ccc(Nc2ccccc2)cc1)C(Cl)(Cl)Cl
2. O=[N+]([O-])c1ccc2c(c1)Nc1nc3ccccc3nc1N2
3. CCOc1ccccc1/C=N/NC(=O)c1nnn(-c2nonc2N)c1CN1CCCCCC1
4. CCCCN1C(=O)/C(=C/C=C2/C=Cc3ccccc3N2CC)SC1=S
5. S=c1[nH]nc(CSCc2ccccc2Cl)n1-c1ccccc1
6. O=C(CSc1nnc(-c2ccncc2)n1Cc1ccco1)Nc1cccc(O)c1
screen / no.	1	2	3	4	5	6
KLF5 inhibitor	-26	-7	.	-5	-30	-6
HDAC3 inh	4	9	2	4	2	-4
HSF1 inh	-7	9	3	-9	2	-2
HSF1 activator	37	4	9	-6	-3	-19
HSP90 inh	-1	3	.	-1	0	3
Platelet DG rel	-1	-5	-37	23	18	6
HIF activator	0.1	2.8	-0.2	-2.6	0.1	0.1
AI-2 QS modul	-58	5	13	8	6	11
IEC-6 cytotox	-6	3	.	4	1	-10
aSyn 5UTR inh	-49	-94	-2	10	27	9

7. Cc1ccc(NS(=O)(=O)c2ccc(C(=O)NCC(c3ccco3)N(C)C)cc2)cc1 (stereo unspecified)
8. CC(=O)Nc1ccc(NC(=O)C2CC(=O)Nc3nc4ccccc4n32)cc1 (stereo unspecified)
9. Cc1cc(C)cc(C(=O)NCCn2cc(SCC(=O)N3CCOCC3)c3ccccc32)c1
10. O=C(CCl)Nc1cc(S(=O)(=O)N2CCOCC2)ccc1N1CCOCC1
11. O=[N+]([O-])c1ccc(N2CCN(Cc3ccc(Br)o3)CC2)cc1
12. O=C(NCC1CCCO1)C1CC(c2ccc(Cl)c(Cl)c2)=NO1 (stereo unspecified)
screen / no.	7	8	9	10	11	12
KLF5 inhibitor	-14	-12	-15	12	-28	-17
HDAC3 inh	1	-10	1	-3	-8	-2
HSF1 inh	-5	-3	-1	-6	4	7
HSF1 activator	-7	-17	-6	-9	14	-2
HSP90 inh	-2	2	3	1	4	0
Platelet DG rel	-13	-1	2	5	0	5
HIF activator	0.0	-0.4	0.0	-0.1	1.2	0.2
AI-2 QS modul	24	13	37	12	36	17
IEC-6 cytotox	-1	4	2	-9	8	2
aSyn 5UTR inh	-8	24	32	1	24	-15

# By substructure: the entries above containing two or more sulfur atoms (2)
4. CCCCN1C(=O)/C(=C/C=C2/C=Cc3ccccc3N2CC)SC1=S
5. S=c1[nH]nc(CSCc2ccccc2Cl)n1-c1ccccc1
screen / no.	4	5
KLF5 inhibitor	-5	-30
HDAC3 inh	4	2
HSF1 inh	-9	2
HSF1 activator	-6	-3
HSP90 inh	-1	0
Platelet DG rel	23	18
HIF activator	-2.6	0.1
AI-2 QS modul	8	6
IEC-6 cytotox	4	1
aSyn 5UTR inh	10	27

# Ordered by the number under AI-2 QS modul (largest number first): three of the compounds above.
no.	SMILES	KLF5 inhibitor	HDAC3 inh	HSF1 inh	HSF1 activator	HSP90 inh	Platelet DG rel	AI-2 QS modul	aSyn 5UTR inh
11	O=[N+]([O-])c1ccc(N2CCN(Cc3ccc(Br)o3)CC2)cc1	-28	-8	4	14	4	0	36	24
7	Cc1ccc(NS(=O)(=O)c2ccc(C(=O)NCC(c3ccco3)N(C)C)cc2)cc1 (stereo unspecified)	-14	1	-5	-7	-2	-13	24	-8
12	O=C(NCC1CCCO1)C1CC(c2ccc(Cl)c(Cl)c2)=NO1 (stereo unspecified)	-17	-2	7	-2	0	5	17	-15

# Remaining list, next part:
13. COc1cc2c(cc1NC(=O)CSc1nccn1C)oc1ccccc12
14. CCCCn1c(SCC(=O)NC2CCS(=O)(=O)C2)nc2ccccc2c1=O (stereo unspecified)
15. Cc1cc(C)cc(NC(=O)CSc2nc3ccccc3nc2N2CCCC2)c1
16. CC(C)(C)C(=O)N1CCN(c2ccc(Cl)cc2[N+](=O)[O-])CC1
17. OCCNc1ncnc2c1nnn2Cc1ccccc1
18. CCOc1ccccc1-n1c(SCC(=O)N2CCOCC2)nnc1-c1ccccn1
screen / no.	13	14	15	16	17	18
KLF5 inhibitor	-52	-21	11	-11	-58	-1
HDAC3 inh	8	-1	2	2	.	-9
HSF1 inh	-4	-10	5	-1	6	-17
HSF1 activator	-28	-20	-1	42	27	-33
HSP90 inh	-1	2	4	-2	0	-1
Platelet DG rel	-8	2	2	-5	7	8
HIF activator	2.1	0.1	0.2	0.3	0.0	1.5
AI-2 QS modul	8	2	10	10	25	6
IEC-6 cytotox	2	4	12	2	1	-3
aSyn 5UTR inh	-229	-3	31	-37	9	6

19. COc1ccccc1N1CCN(C2CCCC(C)C2)CC1 (stereo unspecified)
20. O=C(c1cc(-c2ccc(F)cc2)on1)N1CCCC1
21. CCc1ccc(-c2ccc(SCc3ccccn3)nn2)cc1
22. COc1ccc(N2CC(C(=O)N(C)CC(=O)Nc3ccc(Cl)c(C(F)(F)F)c3)CC2=O)c(OC)c1 (stereo unspecified)
23. CCOC(=O)C1CCCCN1C(=O)c1ccc2nc(Cc3ccc(OC)cc3)oc2c1 (stereo unspecified)
24. Cc1ccc(OCC(=O)Nc2ccccc2C(=O)NC2CC2)cc1C
screen / no.	19	20	21	22	23	24
KLF5 inhibitor	-18	-183	-108	.	-9	-32
HDAC3 inh	2	-6	1	.	-6	0
HSF1 inh	-1	29	20	-1	0	2
HSF1 activator	-16	62*	42	-14	2	0
HSP90 inh	3	7	-4	.	-2	2
Platelet DG rel	6	5	-15	5	-1	-1
HIF activator	-0.3	-0.2	3.5	0.3	-0.2	-0.2
AI-2 QS modul	12	-13	11	-49	15	13
IEC-6 cytotox	-2	2	0	.	-1	6
aSyn 5UTR inh	-13	-3	-143	18	-3	-3

25. CCOc1ccc(NC(=O)C(=O)NCCN2CCN(C(=O)c3ccc(C)cc3)CC2)cc1
26. O=C(NCCS(=O)(=O)N1CCCCC1)c1ccccc1
27. COc1cccc(CNS(=O)(=O)c2cc3c(cc2Cl)NC(=O)CO3)c1
28. COC(=O)c1cnc(NNC(=O)c2ccc([N+](=O)[O-])cc2)nc1C(F)(F)F
29. CS(=O)(=O)N1CCN(C(=S)NCc2ccc(F)cc2)CC1
30. CC(=O)c1ccc2c(c1)C1C=CCC1C(c1cc3c(cc1Br)OCO3)N2 (stereo unspecified)
screen / no.	25	26	27	28	29	30
KLF5 inhibitor	4	.	-3	-30	-16	.
HDAC3 inh	9	1	4	-5	-2	1
HSF1 inh	-4	-8	-2	-10	-1	-37
HSF1 activator	1	9	-2	1	10	-51
HSP90 inh	-2	.	-4	2	1	.
Platelet DG rel	13	20	0	0	-1	-2
HIF activator	0.5	0.5	0.1	0.1	-0.3	1.8
AI-2 QS modul	17	12	22	-14	26	19
IEC-6 cytotox	-5	.	-4	0	1	.
aSyn 5UTR inh	55	-3	-11	-2	-8	39

# (continued)
no.	Structure	KLF5 inhibitor	HDAC3 inh	HSF1 inh	HSF1 activator	HSP90 inh	Platelet DG rel	HIF activator	AI-2 QS modul	IEC-6 cytotox	aSyn 5UTR inh
31	CCCCNC(=O)CSc1nc2ccccc2c(=O)n1C1CCCC1	-24	8	10	7	3	-4	-0.6	18	3	23
32	COc1nc(-c2ccc(Cl)cc2)ccc1-c1noc(-c2ccco2)n1	-24	-18	-2	-5	3	7	0.7	13	0	-13
33	O=C(CSCc1ccc(Br)cc1)Nc1ccc(S(=O)(=O)N2CCOCC2)cc1	-24	-1	-1	3	1	-3	-0.2	0	3	6
34	CC1CC1C(=O)OCC(=O)NC(=O)NCc1ccco1 (stereo unspecified)	-44	-1	-3	0	-3	1	-0.4	30	-4	-4
35	COc1ccccc1N=Nc1c(C)[nH]n(-c2ccccc2)c1=O	-1	-14	3	3	-2	7	-0.5	27	0	-14
36	CCOC(=O)c1c(-c2ccccc2)csc1NC(=O)c1ccc(N2C(=O)CCC2=O)cc1	4	-1	.	.	-1	-12	.	11	-3	.
37	COc1ccc(CNc2nc3ccccc3n2CCN2CCOCC2)cc1	-32	3	6	-21	2	5	-1.3	23	6	11
38	CCCn1cc(SCC(=O)NCC2CCCO2)c2ccccc21 (stereo unspecified)	-60	7	4	12	2	-1	0.9	17	-3	-13
39	COCC1CCCN(Cc2cn(Cc3ccccc3)nc2-c2cc3ccccc3o2)C1 (stereo unspecified)	0	-2	17	12	-3	-2	-1.0	16	0	-17
40	Cc1ccc(NC(=O)c2ccc(Cl)cc2Cl)cc1O	-136	5	6	7	2	-1	2.5	0	-4	-170
41	Cc1ccccc1S(=O)(=O)Cc1ccc(C(=O)NCCCN2CCC(C)CC2)o1	-41	-4	2	-13	0	3	-0.3	6	-6	-9
42	Cc1ccc2c(c1)c1c(n2C)C(C(N)=O)CCC1 (stereo unspecified)	-4	?	-10	10	1	-7	-0.2	9	0	-3
43	Brc1ccc(-c2nc(-c3cccnc3)no2)o1	-72	-15	14	14	-5	-3	3.3	20	-12	-164
44	CCOc1ccc(C(=O)CC(=O)C(=O)NCCc2ccc(OC)c(OC)c2)cc1	-35	1	5	17	-4	-89	0.1	45	7	26
45	O=C1Cc2ccccc2C(c2ccccc2)N1 (stereo unspecified)	-14	-3	0	2	6	11	-0.1	6	12	6
46	C=CCN1C(=O)C2(OCCCO2)c2c(C)ccc(C)c21	-55	0	1	4	0	9	0.6	14	-7	-4
47	O=C(CSc1ccccc1)N1CCCC(N2CCN(c3cccc(Cl)c3)CC2)C1 (stereo unspecified)	-15	3	7	19	1	-1	-0.3	34	4	6
48	Cc1ccc(CSc2ccc(-c3cccs3)nn2)cc1	-17	.	-5	-5	-10	-12	2.6	18	0	-99
49	O=[N+]([O-])c1ccc(N2CCOCC2)cc1O	-41	8	5	10	2	-2	-0.1	-2	1	-30
50	CCS(=O)(=O)N1CCC(NC(=O)C(Cc2cccc(OC)c2OC)NC(C)=O)CC1 (stereo unspecified)	-48	.	-2	18	2	-2	-0.6	4	1	4
51	CCOC(=O)c1ccc(NC(=S)Nc2cccc(N)n2)cc1	-51	2	16	31	3	-2	1.1	14	7	-147
52	O=C(Cc1cccs1)N1CCN(c2ccccn2)CC1	-1	2	7	21	1	16	-0.1	10	2	14
53	COc1cccc(NC(=O)Cc2nnc(SCCOc3ccccc3)n2C)c1	-23	2	-2	5	2	5	-0.4	19	-4	10
54	CCOc1ccc2[nH]c(=O)c(C(c3nnnn3Cc3ccco3)N3CCC(C)CC3)cc2c1 (stereo unspecified)	-37	-3	28	15	4	1	-0.1	18	-6	8
55	CCOC(=O)c1sc(NC(=O)COC(=O)Cn2cnc3ccccc32)c(C(=O)OCC)c1C	-6	-1	3	-17	3	6	-0.6	-7	5	50
56	Nc1c(Br)cc(Br)cc1CNC1CCC(O)CC1 (stereo unspecified)	-32	-4&4	1&-5	-10&-10	-2	-1&-1	0.1&0.2	24&4	5	2&-5
